Screens (PubChem BioAssay)
ROCK2 inh: inhibitors of human ROCK2 kinase, primary screen, biochemical, high-throughput, luminescence | Rho-associated protein kinase 2 (Homo sapiens), O75116 | purified ROCK2, Kinase-Glo ATP depletion luminescence | inhibition, % at 6 µM | actives 0.35% (n = 60,000) | AID 604, 2007;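 active = inhibition above the screen-wide mean inhibition plus 3 SD, cut at about 18% in these data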;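 also: plate controls were DMSO wells for no effect and Y-27632 control wells after no-enzyme background subtraction for full effect; many of its hits are not listed in these tables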
JNK3 blocker: JNK3 kinase activity inhibitors, primary screen, biochemical, human, purified enzyme; Mitogen-activated protein kinase 10 (Homo sapiens), P53779; HTS; inhibition, % at 8 µM; actives 0.61% (n = 60,000); in the data active = inhibition above about 17%;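 also: 0% = DMSO and 100% = reference inhibitor; many of its hits are not listed in these tables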
Target sequence (P53779 whole entry, looked up): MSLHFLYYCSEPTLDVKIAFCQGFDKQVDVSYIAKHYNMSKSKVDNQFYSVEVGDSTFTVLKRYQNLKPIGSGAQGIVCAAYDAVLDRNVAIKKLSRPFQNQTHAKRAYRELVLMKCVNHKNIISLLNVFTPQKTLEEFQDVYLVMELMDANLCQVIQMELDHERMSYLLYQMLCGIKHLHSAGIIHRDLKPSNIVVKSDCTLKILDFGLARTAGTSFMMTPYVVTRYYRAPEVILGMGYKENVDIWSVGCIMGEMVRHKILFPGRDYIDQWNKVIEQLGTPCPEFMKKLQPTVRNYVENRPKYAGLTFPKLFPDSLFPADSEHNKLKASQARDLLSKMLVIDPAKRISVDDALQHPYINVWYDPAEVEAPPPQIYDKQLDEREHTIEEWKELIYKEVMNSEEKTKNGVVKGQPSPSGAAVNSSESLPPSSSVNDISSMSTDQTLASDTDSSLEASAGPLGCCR
NADH enzymes: inhibitors of PK/LDH coupling enzymes, profiling panel, artefact control, biochemical, MLSMR library | coupled PK/LDH NADH assays, four targets | IC50, µM (top dose mostly 10 µM), for inactives: top-dose inhibition | actives 0.02% (n = 65,000);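 active = single-dose screening hits from any of four coupled enzyme assays that gave an IC50 when retested across doses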;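 also: the DPM-DC format reads NADH fluorescence rather than 340 nm absorbance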
MMP-13 inhibitor: human MMP13 inhibitors, primary screen, biochemical, FRET peptide cleavage; actives 0.07% (n = 65,000); inhibition, % at 4 µM; Collagenase 3 (Homo sapiens), P45452; MMP-13 fTHP FRET cleavage, Mca fluorescence; AID 570, 2006;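 active = inhibition above the mean of compound-free control plate wells plus 3 SD, cut at about 14% in these data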;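 also: 0% = DMSO wells and 100% = wells with reference MMP-13 inhibitor after basal subtraction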
Fluor 339 460: intrinsic fluorescence of library compounds, ex339/em460 – biochemical, MLSMR library, data from DPM-DC assay, artefact control, profiling panel. actives 5.5% (n = 65,000). compound autofluorescence, ex339/em460 nm, NADH buffer; hits give high values; 1 = no-compound wells, NADH background. fluorescence fold increase at 10 µM;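 active = at 10 µM, mean starting fluorescence two-fold or more over control wells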;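 also: signal is the first read of a kinetic run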
tolC growth inh: growth inhibitors of E. coli tolC mutant, primary screen, strain BW25113 ΔtolC::kan, 384-well | OD615 | growth inhibition, % at 10 µM (by protocol) | actives 2.2% (n = 65,000) | AID 573, 2007;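 active = growth inhibition at or above a cutoff equal to the mean over every tested compound plus 3 SD, cut at about 60% in these data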;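 also: growth measured after 20 h incubation at 37 °C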
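Test system: tolC-deleted E. coli BW25113; medium: LB with kanamycin 50 µg/mL; compound: single-point testing at 10 µM; incubation: 20 h compound exposure of bacteria at 37 °C; signal: OD at 615 nm; evaluation: growth inhibition in percent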
HEK293 NFkB inh: inhibitors of PMA/ionomycin-induced NF-kB reporter, primary screen, antigen receptor NF-kB inhibitor project, cell-based, HEK-293 luciferase reporter, luminescence; AID 465, 2006; actives 0.21% (n = 62,000); inhibition, % at 3 µM; HEK-293 NF-kB luciferase reporter;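 active = inhibition above the mean of all tested compounds plus 3 SD, cut at about 40% in these data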;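 also: 0% = stimulated DMSO wells and 100% = 10 µM reference inhibitor 5653914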
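Signal: luciferase luminescence; Material: HEK-293 cells with stable firefly luciferase reporter driven by four HIV NF-kB elements; Probe or stimulus: PMA with ionomycin; Replication: tested once; Times: 1 h compound pretreatment, then 16 h stimulation at 37 °C, 5% CO2; Benchmarks: DMSO and 10 µM reference inhibitor; Evaluation: per-plate % inhibition versus controls.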
A340 absorber: compound light absorbance at 340 nm, profiling panel, artefact control, biochemical, MLSMR library, data from PS, PMK, MK assays; compound absorbance at 340 nm, fold over control; fold change at 10 µM; 65,000 tested, under 10 active; AID 708, 2007;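 active = at 10 µM dose, initial 340 nm absorbance at least 2 fold that of control wells; inactive = change under 2 fold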;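 also: initial absorbance extrapolated from kinetic A340 decline of NADH oxidation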
PKA kinase inh: inhibitors of human PKA kinase activity, primary screen, biochemical, ATP-depletion luminescence, Kemptide substrate. inhibition, % at 6 µM. cAMP-dependent protein kinase catalytic subunit alpha (Homo sapiens), P17612. actives 0.1% (n = 65,000). PKA Kemptide phosphorylation, Kinase-Glo ATP luminescence;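 active = inhibition above the screen-wide mean inhibition plus 3 SD, cut at about 21% in these data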; also: many of its hits are not listed in these tables
The depositor's hits bear a star; i = inactive; . = no result given; [ ] = dose if it differs, or a comment. An excerpt; count on the stated rates, not on these rows.

SMILES	ROCK2 inh	JNK3 blocker	NADH enzymes	MMP-13 inhibitor	Fluor 339 460	tolC growth inh	HEK293 NFkB inh	A340 absorber	PKA kinase inh
COc1ccc(OC)c(C2CC(=O)C3=C(C2)NC(=O)CC3c2ccc(O)c(OC)c2)c1 (stereo unspecified)	8.6	4.0	6.0%	0.0	1.01	5.2	0.6	1.02	10.3
CCCC(C(=O)NC1CCCC1)N(C(=O)Cn1nnc(-c2ccc(C)o2)n1)c1ccccc1OC (stereo unspecified)	4.7	-5.1	2.0%	-2.2	1.08	34.5	11.2	1.02	5.4
CN(C)Cc1nc2c(c(=O)[nH]1)C1(CCCCC1)Cc1ccccc1-2	-2.8	-4.4	4.0%	2.6	1.11	61.8*	10.2	1.02	1.1
Cc1cn2c(nc1=O)OC1C(O)C(COC(=O)c3ccccc3)OC12 (stereo unspecified)	-2.0	-3.9	3.0%	4.8	1.11	-12.2	6.4	1.02	-3.8
Cc1nnc(SCC(=O)N2c3ccccc3Sc3ccccc32)n1N	1.8	-0.9	4.0%	-6.3	1.09	-8.4	9.1	1	-3.1
COCCn1c(SCC(=O)NCc2cccs2)nnc1-c1ccc(OC)cc1	6.2	-0.6	4.0%	3.0	1.07	-22.4	4.6	1.03	-4.2
CN1Cc2sc(N)c(C#N)c2CC1(C)C	1.5	-6.0	2.0%	3.1	1.67	-9.9	9.6	1.05	0.9
S=C(NCC1CCCO1)n1nnc2ccccc21 (stereo unspecified)	10.2	-1.2	2.0%	3.2	1.09	-6.8	10.9	1.02	10.9
CCOC(=O)COc1ccc(S(=O)(=O)N2CCN(C(=O)OCC)CC2)cc1	2.2	-0.5	10.0%	1.3	1.11	-2.4	2.9	1.06	6.0
Cc1[nH]c2ccccc2c1C(=O)CSCC(=O)O	3.7	3.8	6.0%	-0.3	1.1	-18.5	16.0	1.04	9.5
CC(C)CC(=O)N(c1ccc(F)cc1)C1C=CS(=O)(=O)C1 (stereo unspecified)	5.6	-0.8	10.0%	4.3	1.1	-16.4	13.3	0.99	8.6
Brc1ccc(OCCOCCN2CCOCC2)cc1	2.5	1.4	4.0%	0.7	1.08	-9.5	13.3	1.02	7.3
CCOc1cc(C2c3c(oc4cc(C)c(Cl)cc4c3=O)C(=O)N2Cc2ccco2)ccc1O (stereo unspecified)	5.7	2.7	6.0%	2.1	1.08	-29.9	10.8	0.99	-5.2
O=c1[nH]c(N2CCc3ccccc3C2)nc2c1CCC2	4.9	-0.2	8.0%	3.9	1.14	-3.6	11.1	1.01	9.2
Cc1cccc(-n2c(Cc3cc(=O)[nH]c(=O)[nH]3)nnc2SC(C)C)c1	-2.3	3.1	1.0%	2.4	1.04	-4.3	-3.8	1.04	-8.8
CCOC(=O)CC(=O)CSc1ccc2nnc(-c3cccc(F)c3)n2n1	-8.0	-2.6	10.0%	-1.7	1.66	14.2	22.0	1.01	-1.6
CCNc1nc(NCC)nc(Nn2cnnc2)n1	0.5	-5.8	3.0%	1.1	1.05	-7.2	12.9	1.02	-5.6
COc1cc([C@@H]2c3cc4c(cc3[C@H](O)[C@H]3COC(=O)[C@H]23)OCO4)cc(OC)c1OC	-4.8	0.3	1.0%	-8.9	1.01	7.8	.	0.98	-5.8
COc1cc(NS(=O)(=O)c2cc(C)ccc2OC)c(OC)cc1Cl	8.6	1.8	3.0%	3.6	1.08	6.0	-2.0	1.03	10.5
COc1ccc(NC(C)=O)cc1NC(=O)CSc1nc2ncccc2[nH]1	4.8	-2.7	6.0%	-2.0	1.09	-1.4	-12.5	1.01	3.1
COCCNc1nc2c(c(=O)n(Cc3ccc(OC)cc3)c(=O)n2C)n1C	0.7	-5.4	2.0%	-10.9	1.09	19.4	.	0.99	-1.4
COc1cccc(C(=O)Nc2ccccc2N2CCCC2)c1	1.8	-4.4	13.0%	1.8	1.08	7.3	8.5	1	0.9
CCOc1ccc(N=C2C(=O)N(CN3CCOCC3)c3ccccc32)cc1	5.7	-0.3	2.0%	-2.3	1.1	15.4	.	1.03	7.2
O=C(CCN1CCc2ccccc2C1)Nc1ccccc1	1.4	4.8	6.0%	-2.7	1.09	10.3	17.3	1.04	-5.0
Cc1cccc(N2CCN(C(=O)c3ccc(NC(=O)C4CCCO4)cc3)CC2C)c1 (stereo unspecified)	.	.	4.0%	-1.7	1.03	14.1	12.7	1.04	-2.9
CCOc1cc(C(=O)Nc2cc(=O)n(C)c(=O)n2C)cc(OCC)c1OCC	3.2	-7.2	12.0%	-2.6	1.15	-7.5	21.6	1.1	15.6
CCOC(=O)c1c(C)nn(Cc2ccccc2)c1N	-0.1	10.2	0.0%	5.4	1.07	-12.5	18.3	1.05	-2.8
CCn1c(SCC(=O)c2cc(OC)ccc2OC)nnc1C1CC1	-0.4	1.7	8.0%	7.7	1.03	-5.8	2.9	1.01	-3.3
O=C(CCCOc1ccccc1)Nc1ccc(S(=O)(=O)N2CCOCC2)cc1	5.7	-1.3	3.0%	2.7	1.08	15.3	-3.1	1.01	9.5
O=C(CSc1nnc2ccccn12)NCc1cccs1	3.9	0.5	13.0%	-7.8	0.87	-12.6	8.2	0.99	5.4
CCc1c(C)n([O-])c2c([n+]1=O)CCCCC2	5.9	0.7	4.0%	-1.9	1.09	-2.6	1.7	1.03	8.4
CN(C)C(CNC(=O)c1cccc(S(=O)(=O)N2CC3(C)CC2CC(C)(C)C3)c1)c1ccco1 (stereo unspecified)	-0.5	-5.5	4.0%	-4.3	1.13	16.9	17.8	1.02	-0.5
CCOc1ccccc1NC(=O)Cn1c(=O)n(CCC(=O)NC2CCCC2)c(=O)c2ccccc21	3.2	-0.2	6.0%	-0.9	1.1	-17.9	-9.2	1	4.8
Cn1c(CNc2ccccc2O)nc2ccccc21	3.9	-13.2	3.0%	-1.4	1.1	-4.6	20.6	1.05	7.3
COc1cccc(-n2nnnc2SCC(=O)NCCc2ccccc2)c1	-6.6	-0.5	6.0%	-1.5	1.09	17.6	14.2	0.92	3.7
O=C1CCC(=O)N1c1nc2nc(-c3ccccc3)cc(-c3ccccc3)n2n1	-8.9	-1.1	13.0%	-107.5	1.86	9.5	.	1.09	-7.2
CC1(C)CC(=O)C=C(Nc2ccc3c(c2)OCCO3)C1	6.5	4.3	0.0%	-6.0	1.08	-2.6	0.7	1.09	4.2
Cc1cc(-c2nc3ncccc3o2)ccc1N	-9.1	-2.7	5.0%[fluoresces]	i[fluorescence artefact?]	2.95*	-7.2	-6.5	1.07	-16.2
NC(=O)c1sc2nc3c(c(-c4cccs4)c2c1N)CCCC3	.	.	4.0%	1.8	1.24	-1.5	2.1	1.06	12.2
CN(C)c1nc(N)nc(Nc2ccccc2C#N)n1	4.7	9.6	8.0%	-3.6	0.77	-3.8	10.9	1.01	4.6
N#CC1=C(N)C(C#N)(C#N)[C@H](c2ccsc2)[C@H]2COCC=C12	3.8	4.4	4.0%	-8.7	1.1	-6.8	9.7	1.02	2.4
CCOC(=O)C1CCN(C(=O)c2cccc(Cl)c2)CC1	4.6	4.6	2.0%	1.4	1.09	-21.3	4.4	1.05	2.9
C=CCOC(=O)C1=C(C)OC(N)=C(C#N)C1c1ccoc1 (stereo unspecified)	-0.6	2.7	13.0%	0.2	1.13	14.4	.	1.07	1.8
Cc1cc(-n2c(C)cc(C(=O)CSc3ccc4c(c3)OCCO4)c2C)no1	6.4	5.4	4.0%	2.5	1.07	47.0	18.8	1	5.4
COc1ccc(/C=N/n2cnnc2SCc2ccccc2)cc1	5.8	1.4	3.0%	4.5	1.09	11.9	2.9	1.06	9.9
O=C(CCN1C(=O)c2ccccc2C1=O)Nc1ccc(S(=O)(=O)NC2=NCCCCC2)cc1	2.8	-0.5	6.0%	-0.1	1.01	-4.9	8.1	1	8.4
Cc1cccc(NC(=O)c2cc(NC(=O)C3CC=CCC3C(=O)O)ccc2N2CCOCC2)c1 (stereo unspecified)	-3.2	-12.1	5.0%	5.7	1.05	8.8	11.3	1.02	-5.0
CCOC(=O)C1CCN(c2nc3ccccc3nc2C(C#N)C(=O)OC(C)C)CC1 (stereo unspecified)	4.2	4.6	1.0%	5.5	1.18	1.8	.	1.03	3.4
CC(C)c1ccccc1OCCCCCNCCO	3.5	0.0	5.0%	2.7	1.08	-3.3	9.9	1.02	5.2
COc1ccc(CN(CC(=O)NCC2CCCO2)C(=O)CCC(=O)Nc2cc(C)ccn2)cc1 (stereo unspecified)	2.4	-3.2	7.0%	4.5	1.05	.	14.2	1.02	-2.3
CCCCCCOc1ccc(C(=O)n2cnc(N)n2)cc1	5.8	5.2	2.0%	1.4	1.06	10.8	.	1.01	9.4
CCOC(=O)N1CCN(c2ccc(C(=O)c3ccccc3)cc2F)CC1	6.7	-3.6	8.0%	-3.0	1.14	27.2	0.6	1.06	8.2
CCCCc1cc(=O)oc2cc(OCc3nn[nH]n3)c(Cl)cc12	3.0	0.4	7.0%	-19.3	2.48*	26.8	7.4	1.12	5.0
O=C(CCC(=O)N(CC(=O)NC1CCCC1)C1CCCC1)Nc1ccccn1	-3.4	1.7	7.0%	-0.9	1.07	-14.2	-1.2	0.98	-6.8
COc1ccc(CNC(=O)c2cc3c(C)nc4ccccc4c3o2)c(OC)c1	3.2	-4.1	3.0%	2.1	1.09	-0.8	17.1	1.04	4.6
COCCNC(=O)c1ccc2c(c1)NC(=O)CS2	.	.	12.0%	2.2	1.03	-9.1	15.3	1	-1.7
CC(C)OC(=O)CSc1nnc(-c2cnccn2)n1Cc1ccco1	8.2	-0.5	4.0%	1.3	1.11	-6.5	9.3	1.02	11.8
O=C1CN(C(=O)c2ccccc2)c2ccccc2N1	2.7	4.9	0.0%	1.1	1.12	-10.2	-2.0	1.03	1.3
